BRCA1 expr act – increases BRCA1 expression. AID 624202. Potency, µM (highest dose often 46.1 µM), inactives show at the top dose activation, actives largely listed as activators. MCF7-BRCA1-FFLuc reporter, luminescence, 48 h; response scale: scaled: vehicle 0%, 10 µM genistein 100%. hit rate 1.1% among 380,000; also: potency is read from the fitted curve at half-maximal effect; nearly all actives have a fitted effect of over 80% in size; some results filed as inactive show a strong effect at the top dose
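Using MCF7 cells harboring a BRCA1 firefly luciferase reporter, plated 2 h before compound pinning, the screen measured luminescence after 48 h incubation. Responses were normalized to DMSO and 10 microM genistein, then fitted for concentration-effect.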
PTAP TSG101 blk – blocks PTAP/TSG101 interaction to inhibit HIV-1 budding; Q99816; Fluorescence polarization, FITC-PTAP peptide / Tsg101 binding; Potency, µM (highest dose often 115 µM), for inactives: at the highest dose activity change, negative = inhibition, hits mostly inhibitors; 340,000 tested, under 10 active; AID 493005; active = well fitted inhibition curve with a large enough effect in the main read-out, with a control signal flat, not every such curve was filed as active; inconclusive = small, poorly fitted or top-dose-only effect, or effect the other way, or a change in a side signal; inactive = no such curve, though single readings can be large or run the other way; also: potency is read from the fitted curve at half-maximal effect; % of control where 0% means no effect
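FP read-out: FITC-PTAP peptide, 50 nM final, binding Tsg101 binding domain, 10 uM final; 20 min, r.t.; 10 mM HEPES pH 7.5, 0.15 M NaCl, 0.01% Tween 20, 3 mM EDTA, 0.1 mM TCEP.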
ELG1 genotox – induces genotoxicity in HEK293T cells with luciferase-tagged ELG1; HEK293T ELG1-luciferase reporter, luminescence, 16 h; Potency, µM (top dose mostly 46 µM), without a hit: at the top dose activity change, positive = activation, most hits filed as activators; hit rate 1.3% among 330,000; also: potency is read from the fitted curve at half-maximal effect; % of control where 0% means no effect; nearly all actives have a fitted effect of over 60% in size
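After overnight (16 hr) compound treatment at 37 °C, ELG1-luciferase HEK293T cells were lysed with ONE-Glo; luminescence quantified 30 min later at room temperature.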
Integrin act MD – activates integrin-mediated alleviation for muscular dystrophy; alpha7betagal myoblasts, beta-gal FDG fluorescence, 48 h; Potency, µM (highest dose often 38.3 µM), inactives show at the top dose activation, most hits filed as activators; hit rate 0.064% among 350,000; AID 624291;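 also: potency is read from the fitted curve at half-maximal effect; 100% = response of the positive control SU9516; nearly all actives have a fitted effect of over 60% in size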
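Alpha7betagal+/- myoblasts (passage 13) were plated 16-24 hr, then exposed to compounds (1:260 dilution of DMSO stock) for 48 hours at 37C. After MPER lysis, β-galactosidase reporter activity was read as FDG fluorescence (ex 480/em 540) after 30 minutes.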
ASM inhibitor – inhibitors of human secretory acid sphingomyelinase; Potency, µM (highest dose often 57.5 µM), for inactives: top-dose activity change, negative = inhibition, hits mostly inhibitors; AID 504937; P17405; placental ASM, HMU-PC fluorogenic substrate, 60 min; hit rate 0.006% among 340,000; also: potency is read from the fitted curve at half-maximal effect
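Fluorescence read-out (Ex 386 nm, Em 447 nm) after stopping the reaction at pH 10. Enzyme: ASM from human placenta; substrate HMU-PC0, 9 uM final; 60 min, 37 °C. Compound preincubation 10 min, ambient temperature.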
USP2a inh – blocks human ubiquitin-specific protease USP2a. USP2 core, Ub-CHOP2 coupled fluorogenic reporter, 485/531. Potency, µM (series often up to 38.3 µM), inactives show at the highest dose activity change, negative = inhibition, usual class: inhibitors. hit rate 0.01% among 330,000. AID 463254;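 also: potency is read from the fitted curve at half-maximal effect; plate controls were DMSO wells for no effect and full inhibition by NEM control for full effect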
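USP2 core (10nM final) preincubated 30min RT with compound in 20mM Tris-HCl pH 8.0, 2mM CaCl2, 2mM beta-mercaptoethanol, 0.05% CHAPS; 25nM Ub-CHOP2 plus 25nM reporter substrate added, fluorescence (Ex485/Em531) read after 60min.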
p53 reactivator – mutant p53 re-activation in reporter cells; H1299 p53-A138V BP100-luciferase reporter, luminescence, 24 h; Potency, µM (top dose mostly 92.2 µM), without a hit: at the highest dose activity change, positive = activation, usual class: activators; hit rate 0.063% among 320,000; also: potency is read from the fitted curve at half-maximal effect; % of control where 0% means no effect; nearly all actives have a fitted effect of over 45% in size
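p53-null H1299 cells stably carrying temperature-sensitive p53-A138V and a BP100-luciferase reporter were pinned with compounds (4-point, 1:5 series) and held 24 hrs at 37 deg C. Luminescence was read 10 min after detection reagent.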
TRPV1 ag – activates the human vanilloid receptor TRPV1; Q8NER1; TRPV1-expressing cells, Fluo-8 calcium influx, agonist mode; activation, % at 8.33 µM; hit rate 0.19% among 320,000; AID 540275; in the data active = activation above about 80%; inconclusive = between about 30% and that limit; also: 0% is about no effect
Target sequence (Q8NER1 whole entry, looked up): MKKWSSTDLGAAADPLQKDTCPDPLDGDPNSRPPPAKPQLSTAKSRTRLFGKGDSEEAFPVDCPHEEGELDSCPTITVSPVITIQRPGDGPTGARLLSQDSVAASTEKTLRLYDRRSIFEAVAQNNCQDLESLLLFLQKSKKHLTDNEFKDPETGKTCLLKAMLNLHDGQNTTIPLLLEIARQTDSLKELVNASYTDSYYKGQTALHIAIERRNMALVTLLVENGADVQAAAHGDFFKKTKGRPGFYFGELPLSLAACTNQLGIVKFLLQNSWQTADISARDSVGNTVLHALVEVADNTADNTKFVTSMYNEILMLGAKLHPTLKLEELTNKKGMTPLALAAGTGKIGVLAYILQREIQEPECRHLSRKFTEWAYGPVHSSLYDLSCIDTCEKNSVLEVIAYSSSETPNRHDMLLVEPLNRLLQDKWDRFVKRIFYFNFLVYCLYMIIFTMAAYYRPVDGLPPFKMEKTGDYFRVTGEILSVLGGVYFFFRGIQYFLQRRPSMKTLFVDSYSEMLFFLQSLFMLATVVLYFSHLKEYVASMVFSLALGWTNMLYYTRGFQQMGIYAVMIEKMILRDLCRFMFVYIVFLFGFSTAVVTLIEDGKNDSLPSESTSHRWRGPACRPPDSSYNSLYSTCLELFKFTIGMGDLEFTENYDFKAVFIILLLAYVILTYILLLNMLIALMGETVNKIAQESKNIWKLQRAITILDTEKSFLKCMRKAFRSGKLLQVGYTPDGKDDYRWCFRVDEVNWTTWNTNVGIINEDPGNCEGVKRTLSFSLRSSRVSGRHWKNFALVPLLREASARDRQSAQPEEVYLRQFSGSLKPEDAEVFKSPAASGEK
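Cells expressing TRPV1 were dye-loaded with Fluo-8 and read kinetically: 10 s baseline, 3 min after compound (agonist portion), then 2 min after EC20 capsaicin (allosteric enhancer portion). Calcium-bound dye fluorescence at 480/520 nm.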
uPA surface inh – blocks generation of uPA at the cell surface; hit rate 0.31% among 330,000; Potency, µM (doses to about 38.3 µM), for the others: at the top dose activity change, negative = inhibition, usual class: inhibitors; cell surface uPA generation assay, qHTS; active = well fitted inhibition curve with a large enough effect; inconclusive = small, poorly fitted or top-dose-only effect; inactive = no such curve, though single readings can be large or run the other way; tested in mouse RAW 264.7 cells; also: potency is read from the fitted curve at half-maximal effect; % is scaled to controls: 0 for no effect and ±100 for the full control effect; nearly all actives have a fitted effect of over 55% in size
Eya2 phos inh – inhibitors of human Eya2 phosphatase activity. Potency, µM (highest dose often 76.9 µM), for inactives: at the highest dose activity, negative = inhibition, usual class: inhibitors. recombinant Eya2, OMFP fluorescence dephosphorylation (OMFP is methylfluorescein phosphate). AID 488837. hit rate 0.006% among 330,000; also: potency is read from the fitted curve at half-maximal effect; % is scaled to controls: 0 for no effect and ±100 for the full control effect
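Eya2 (0.2 uM) preincubated 10 min at ambient with compound, then OMFP substrate added at 50 uM; 10 min reaction in 50 mM HEPES pH 7.5, 50 mM NaCl, 5 uM MgCl2, 0.05% BSA, 1 mM DTT. Fluorescence read at Ex 485/Em 525 nm.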
B2AR arrestin – beta2AR (human) beta-arrestin recruitment activity. P07550. hit rate 0.02% among 330,000. beta-arrestin recruitment to beta2AR, cell-based reporter. Potency, µM (series often up to 46.1 µM), without a hit: top-dose activation, usual class: activators;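 also: potency is read from the fitted curve at half-maximal effect; 0% = DMSO controls and full agonism = EC100 isoproterenol or metaproterenol; nearly all actives have a fitted effect of over 65% in size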
Starred values were filed as active, the others as inactive; ? = inconclusive; · = not tested or not shown; [ ] = dose if it differs, or a comment. Unless noted, calls follow the shape of the dose curve; as a rule, active = well fitted curve in the direction sought with a large enough effect; inconclusive = small, poorly fitted or top-dose-only effect, or another doubt; inactive = no such curve, though single readings can be large; an effect the other way counts as inactive or inconclusive.

SMILES	BRCA1 expr act	PTAP TSG101 blk	ELG1 genotox	Integrin act MD	ASM inhibitor	USP2a inh	p53 reactivator	TRPV1 ag	uPA surface inh	Eya2 phos inh	B2AR arrestin
Nc1nc(NCc2ccccc2)nc(-c2ccccc2)n1	6%	-8%	0%	14%	0%	-2%	2%	23	-9%	-3%	-0.1%
Cc1ccc(NC(=O)C(c2ccc(Cl)cc2Cl)N2CCCC2)cc1 (configuration not stated)	-47%	-4%	-1%	5%	1%	1%	7%	14	-2%	-10%	9.6%
O=C(CSc1nnc(CNC(=O)c2cccs2)o1)Nc1ccc(Cl)cc1	0%	-3%	8%	8%	0%	0%	1%	2	2%	-9%	-0.3%
COc1ccc(CCCC(=O)N/N=C/c2ccc(C)cc2)cc1	-11%	-4%	2%	-35%	-5%	-5%	1%	?	4%	8%	0.1%
COc1ccc(C(=O)C(CN2CCCC2)c2ccccc2)cc1 (configuration not stated)	-96%	-2%	-8%	-67%[inhibitor]	2%	1%	-29%	7	-10%	2%	-0.6%
CC(C(=O)c1c[nH]c(C(=O)N=CN(C)C)c1)c1ncc(C(F)(F)F)cc1Cl (configuration not stated)	-44%	-2%	0%	12%	-1%	8%	-1%	-2	-1%	12%	0.0%
Cc1ccc(S(=O)(=O)N2CCOCC2)cc1C(=O)Nc1nc(-c2ccccn2)cs1	-79%	-1%	11%	-28%	1%	2%	?	·	-9%	2%	-0.4%
COc1ccc(C(=O)C(C)Sc2nnc(C3CC3)n2C2CC2)cc1 (configuration not stated)	14%	-7%	1%	0%	6%	1%	-3%	-2	0%	-22%	-0.2%
CCOc1ccc(CO/N=C/c2c(C)[nH]c(=O)[nH]c2=O)cc1	-1%	-1%	16%	-14%	-5%	0%	-5%	1	7%	-9%	-0.2%
O=C(NNC(=O)C(Cl)Cl)c1cnn(-c2ccccc2)c1C(F)(F)F	-16%	-2%	-2%	10%	-1%	1%	-2%	-1	3%	-28%	-0.9%
COc1ccc2oc(CS(=O)c3ccccc3)c(C(=O)O)c2c1 (configuration not stated)	38%	-4%	11%	13µM*	9%	0%	?	-1	4%	5%	0.1%
[O-]/[N+](=C\c1ccncc1)c1ccccc1	33%	-1%	0%	-28%	-3%	3%	?	-2	2%	14%	-0.2%
CCN(CC)C(=O)CSc1ncnc2sc(C)c(C)c12	0%	-2%	-3%	-11%	3%	-1%	-3%	2	-9%	3%	-0.7%
O=c1c2[nH]cnc2n(-c2cccc(F)c2)c(=O)n1Cc1ccccc1	2%	-3%	?	-34%	2%	-1%	2%	-2	?	?	-0.6%
O=C(CSc1nnc(Cc2cccs2)n1C1CC1)NC1CCS(=O)(=O)C1 (configuration not stated)	1%	3%	2%	-15%	0%	0%	9%	4	5%	15%	0.0%
Cc1cc(C(N)=O)nn1-c1c(Cl)cc(Cl)cc1Cl	-17%	-2%	-7%	4%	2%	-1%	-3%	·	8%	?	-1.0%
Cc1ccc(OCC(=O)NNC(=O)C(=O)NC(C)(C)C)cc1	-10%	-1%	1%	28%	8%	7%	-1%	-3	6%	0%	-0.8%
COc1ccc(NC(=O)C23CCC(C)(C(=O)C2)C3(C)C)cc1 (configuration not stated)	-28%	-1%	2%	3%	3%	-2%	-5%	1	-6%	8%	0.1%
CC1CCc2cc(F)ccc2N1C(=O)c1cccs1 (configuration not stated)	0%	-1%	-4%	-10%	3%	4%	-2%	0	4%	-27%	0.0%
Cc1cc(C)n(CCC(=O)N/N=C/c2cccc([N+](=O)[O-])c2)n1	-1%	-4%	0%	-13%	-2%	0%	5%	3	15%	2%	0.1%
O=C(CNC(=O)c1ccccc1F)c1ccccc1	53%	-1%	4.1µM*	?	0%	0%	·	6	?	5%	-0.2%
CCSc1ncc(Cl)c(C(=O)Nc2sc3c(c2C(=O)NCc2cccnc2)CCCC3)n1	0%	2%	-1%	8%	-2%	0%	-6%	-1	-21%	3%	0.0%
CC1CC(=O)C=C(O)C1C(=O)OC(C)(C)C (configuration not stated)	29%	2%	5%	10%	5%	-10%	-1%	1	2%	2%	0.1%
c1ccc(C2=Nc3ccccc3NC(c3ccccc3)C2)cc1 (configuration not stated)	?	3%	?	-31%	1%	-6%	?	14	-17%	-22%	0.2%

One compound at a time (already shown):
CC1CCc2cc(F)ccc2N1C(=O)c1cccs1 (configuration not stated) as listed: BRCA1 expr act = 0%; PTAP TSG101 blk = -1%; ELG1 genotox = -4%; Integrin act MD = -10%; ASM inhibitor = 3%; USP2a inh = 4%; p53 reactivator = -2%; TRPV1 ag = 0; uPA surface inh = 4%; Eya2 phos inh = -27%; B2AR arrestin = 0.0%
CC1CC(=O)C=C(O)C1C(=O)OC(C)(C)C (configuration not stated) as listed: BRCA1 expr act = 29%; PTAP TSG101 blk = 2%; ELG1 genotox = 5%; Integrin act MD = 10%; ASM inhibitor = 5%; USP2a inh = -10%; p53 reactivator = -1%; TRPV1 ag = 1; uPA surface inh = 2%; Eya2 phos inh = 2%; B2AR arrestin = 0.1%

Other entries:
SMILES	BRCA1 expr act	PTAP TSG101 blk	ELG1 genotox	Integrin act MD	ASM inhibitor	USP2a inh	p53 reactivator	TRPV1 ag	uPA surface inh	Eya2 phos inh	B2AR arrestin
O=C(c1ccccc1)c1ccc(OCC(O)CN2CCN(S(=O)(=O)N3CCCCC3)CC2)cc1 (configuration not stated)	-67%	-6%	-15%	-16%[7.66 µM]	3%	-1%	3%	12	·	13%	0.3%
O=C1CC(c2ccc(F)cc2)CC(O)=C1C=NCCN1CCNCC1 (configuration not stated)	0%	-3%	·	-19%	-11%	·	·	·	1%	·	·
O=C(CNC(=O)c1ccccc1Br)N/N=C/c1cccs1	10%	0%	4%	-14%	1%	2%	1%	1	3%	1%	0.5%
CN1C(=O)c2ccccc2C(C(=O)O)C1c1cccc(Cl)c1 (configuration not stated)	1%	-5%	-1%	-3%	5%	2%	1%	0	5%	-6%	-2.3%
Cn1c(-c2ccc(Br)o2)nc2cc(Br)ccc21	?	-2%	?	-9%	13%	0%	?	9	-5%	-1%	-0.3%
Cc1ccsc1CN(C)C(=O)CN1C(=O)NC2(CCCc3ccccc32)C1=O (configuration not stated)	0%	-1%	2%	-10%	4%	-4%	-5%	0	16%	-17%	0.2%
Cc1conc1NC(c1cccs1)c1ccc2cccnc2c1O (configuration not stated)	·	·	1%	·	·	-14%	-23%	5	·	-10%	9.7%
Cc1cccc(-n2c(C)cc(C)c(C#N)c2=O)c1	9%	0%	1%	6%	2%	0%	5%	-1	4%	4%	0.2%
CC(C)N(Cc1nc(COc2ccccc2)no1)Cc1nccn1C	3%	-4%	1%	10%	-7%	5%	5%	-4	-1%	0%	-0.9%
O=C(COC(=O)c1cc(-c2cccs2)nn1-c1ccccc1)Nc1ccc(F)c([N+](=O)[O-])c1	-17%	1%	0%	10%	-8%	1%	-1%	-4	19%	4%	-0.8%
COc1ccccc1C(=O)Nc1ccnn1C1CCN(Cc2csc(C(C)=O)c2)CC1	4%	-2%	0%	13%	0%	-1%	5%	-3	-9%	14%	2.9%
COc1cc(NC(=S)NC(=O)CC(C)C)ccc1NC(=O)c1cc2ccccc2o1	-15%	-5%	8%	?	420%[activator]	7%	-6%	-4	2%	5%	?
Cc1cc(NC(=O)CSc2nc3cc(Cl)ccc3c(=O)n2C(C)C)no1	-14%	-1%	2%	32%	·	-1%	10%	-2	17%	28%	0.0%
COc1ccccc1OCCn1c(CO)nc2ccccc21	7%	-8%	-5%	-32%	-1%	4%	3%	15	0%	13%	0.2%
Cc1cccc(-c2nnc(NC(=O)c3ccco3)s2)c1	?	-1%	21µM*	?	0%	2%	?	2	-3%	3%	0.0%
CNS(=O)(=O)c1cccc(C(=O)OCC(=O)c2ccc(S(=O)(=O)N3CCCCC3)cc2)c1	10%	-11%	1%	2%	-4%	-1%	0%	1	13%	8%	-0.1%
C/C(Cn1nnc2ccccc21)=N\OC(=O)c1cc(F)c(F)cc1Cl	22%	-1%	2%	28%	-3%	-1%	7%	3	9%	-1%	-0.1%
COc1ccccc1NC(=S)N(Cc1ccc(C(=O)O)cc1)Cc1ccc(OC)c(OC)c1	-11%	-7%	2%	-10%	3%	2%	1%	-1	-11%	5%	-0.2%
CCNC(=O)CSc1nc2ccccc2c(=O)n1-c1cc(OC)ccc1OC	2%	·	-3%	-2%	-3%	0%	-2%	3	-5%	-3%	0.5%
CCOC(=O)c1ccc(N2C(=O)C(C)=C(C)C2=O)cc1	-6%	1%	12%	?	1%	-2%	-2%	5	-1%	-6%	-0.2%
CCOc1ccccc1NC(=S)NCCCn1ccnc1	-5%	-2%	0%	-6%	8%	3%	3%	0	6%	0%	0.3%

Source: PubChem
